LmPK inh = qHTS Assay for Inhibitors of Leishmania Mexicana Pyruvate Kinase (LmPK) | AID 1721, 2009 | Potency, µM (doses to about 57.5 µM), inactives show at the top dose activity change, negative = inhibition, most hits filed as inhibitors | purified LmPK, Kinase-Glo ATP luminescence, 1 h | 290,000 compounds, 0.37% hits
Target sequence (Q27686 whole entry, looked up): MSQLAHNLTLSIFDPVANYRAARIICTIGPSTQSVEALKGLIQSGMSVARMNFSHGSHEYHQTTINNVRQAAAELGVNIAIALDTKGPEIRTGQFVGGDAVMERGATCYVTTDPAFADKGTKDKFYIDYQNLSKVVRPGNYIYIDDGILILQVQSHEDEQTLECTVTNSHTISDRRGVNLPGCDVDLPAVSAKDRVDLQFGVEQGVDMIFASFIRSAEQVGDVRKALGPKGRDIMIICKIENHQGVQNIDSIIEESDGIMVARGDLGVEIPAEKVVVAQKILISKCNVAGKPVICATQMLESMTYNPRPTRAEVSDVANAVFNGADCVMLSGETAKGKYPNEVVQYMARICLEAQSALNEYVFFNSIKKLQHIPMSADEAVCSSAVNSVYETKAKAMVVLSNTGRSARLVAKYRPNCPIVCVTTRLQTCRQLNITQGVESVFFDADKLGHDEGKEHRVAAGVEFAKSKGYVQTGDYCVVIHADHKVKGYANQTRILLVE
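Kinase-Glo luminescence read after 1 h RT reaction of 0.1 nM LmPK with 0.5 mM PEP and 0.1 mM ADP. Activity scaled between uninhibited and enzyme-free controls.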
Pf growth 48h = Primary qHTS for delayed death inhibitors of the malarial parasite plastid, 48 hour incubation; P. falciparum luciferase growth in erythrocytes, 48 h; Potency, µM (series often up to 28.7 µM), inactives show at the highest dose activity change, negative = inhibition, usual class: inhibitors; 310,000 compounds, 5.9% hits
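Cell-based growth assay: transgenic P. falciparum expressing firefly luciferase, cultured in red cells within RPMI 1640 containing 0.5% w/v Albumax, 24 mM bicarbonate and gentamycin. A drop in luciferase activity indicates inhibition.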
TbPYK inhibitor = qHTS of Trypanosoma Brucei Inhibitors; Potency, µM (top dose mostly 76.8 µM), inactives show at the top dose activity, negative = inhibition, usual class: inhibitors; 410,000 compounds, 0.12% hits; AID 624173, 2012; TbPYK enzyme, Kinase-Glo Plus ATP luminescence, 45 min; further: nearly all actives have a fitted effect of over 50% in size
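TbPYK + substrate in 50 mM TEA pH 7.2, 100 mM KCl, 10 mM MgCl2, 0.05% BSA, 0.01% Tween-20; cpd pinned; ADP 130 uM final; 45 min RT; Kinase-Glo Plus 10 min; luminescence endpoint.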
Pf growth 96h = Primary qHTS for delayed death inhibitors of the malarial parasite plastid, 96 hour incubation. P. falciparum luciferase reporter growth, 96 h. Potency, µM (titrated, usually from 28.7 µM), inactives show top-dose activity change, negative = inhibition, usual class: inhibitors. 320,000 compounds, 6.9% hits
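Readout is luminescence from an integrated firefly luciferase in P. falciparum. Red cells, 2% hematocrit and 0.05% parasitemia final, were cultured with compound through two parasite generations (96 hours) at 37 C, 5% CO2.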
HCV inhibitor = qHTS Assay for Inhibitors of Hepatitis C Virus (HCV). Huh7.5.1 HCVcc-Cre infection, luciferase reporter, 44 h. Potency, µM (titrated, usually from 41.8 µM), for the others: top-dose activity change, negative = inhibition, usual class: inhibitors. 340,000 compounds, 3.4% hits
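Antiviral activity was scored by luciferase reporter output from cells infected with HCVcc-Cre (~0.5 moi) in presence of compound, 44 h infection period, cells seeded 1,000/well 4 h prior.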
Sm TGR block = qHTS Assay for the Inhibitors of Schistosoma Mansoni Peroxiredoxins | 360,000 compounds, 3% hits | Potency, µM (titrated, usually from 114 µM), inactives show at the highest dose activity change, negative = inhibition, actives largely listed as inhibitors | Schistosoma mansoni thioredoxin glutathione reductase (TGR), Q962Y6 | purified TGR, DTNB reduction, TNB absorbance 405 nm; further: nearly all actives have a fitted effect of over 60% in size
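TGR 20 nM + NADPH 100 uM (dispensed conc.), cpd preinc 15 min RT; start with NADPH (500 uM addition) then DTNB (15 mM addition). Kinetic TNB absorbance, 405 nm filter. Four-parameter Hill fit across titration.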
The depositor's hits bear a star; ? = inconclusive; / = no result given; & = joins results of further samples; [ ] = another dose, or the depositor's remark. The call rests on the fitted dose curve; in most records, active means well fitted curve in the direction sought with a large enough effect; inconclusive means small, poorly fitted or top-dose-only effect, or another doubt; inactive means no such curve, though single readings can be large; an effect the other way counts as inactive or inconclusive. On the % scale 0 is the no-effect control and ±100 the full control effect; potency means the concentration at half of the fitted maximal effect. Outcome played no part in choosing rows; 16% or so of the library scored in one or more.

structure	TbPYK inhibitor	Sm TGR block	Pf growth 48h	LmPK inh	Pf growth 96h	HCV inhibitor
COC(=O)C1=C(C)N(c2ccccc2)C(=S)NC1c1ccccc1C(F)(F)F (centres undefined)	3.1%	-2.4%	10.4µM*	0.8%	?	?
CSCCC(NC(=O)c1ccccc1Br)C(=O)NCC(c1ccco1)N1CCCCC1 (centres undefined)	-3.8%	-22.6%	?	/	9.28µM*	28.2%
CN(Cc1ccccc1)C(=O)CN1C(=O)NC(C)(c2ccc(C(C)(C)C)cc2)C1=O (centres undefined)	-14.9%	-12.0%	?	-1.3%	?	?
O=C(O)CC(NC(=O)C12CC3CC(CC(C3)C1)C2)c1ccc(OC2CCCC2)cc1 (centres undefined)	1.8%	17.4%	6.6%	9.4%[11.5 µM]	-0.1%	2.6%
CCN(CC)S(=O)(=O)c1ccc(/C=C/C(=O)Nc2ccc(N3CCOCC3)cc2)cc1	2.8%	13.4%	10.4µM*	0.3%	1.85µM*	12.6µM*
Cc1cccc(OCc2nnc(SCC(=O)N(C(C)C)C(C)C)n2Cc2ccco2)c1C	-15.9%	?	11.7µM*	0.7%	?	2.5%
Nc1ccccc1-c1nc2ccccc2s1	-2.7%	/	68.3%[activator]	-7.0%	9.28µM*	10.5%
O=C(Nc1nnc(COc2ccc(Cl)cc2)s1)C1CCCO1 (centres undefined)	?	-0.6%	13.0%	2.6%	/	17.2%
Cc1ccc(S(=O)(=O)N2CCN(C(=O)c3ccccc3)C2)cc1[N+](=O)[O-]	5.8%	0.3%	-3.4%	-4.8%	-54.0%[1.15 µM]	1.9%
O=C(NCc1n[nH]c(=S)n1-c1ccccc1)c1ccco1	?	?	7.4%	-0.1%	51.5%[activator]	-1.0%
COc1ccc(C(=O)c2c3ccccc3[n+]([O-])n2CCC(N)=O)cc1	2.9%	-9.7%	?	/	33.1%[activator]	-16.1%
COc1ccc(CCNC(=O)C2CCCN2S(=O)(=O)c2cccc3nsnc23)cc1OC (centres undefined)	-2.6%	-11.5%	4.7%	-2.3%	23.2%	14.1%
CS(=O)(=O)c1ccc(-c2cccc(NC(=O)c3ccco3)c2)nn1	5.4%	-17.3%	11.2%	/	-2.8%	18.6%
OC(COc1ccc2ccccc2c1)CN1CCOCC1 (centres undefined)	-7.3%&0.4%	-11.9%	150.4%[activator]	-1.3%	182.4%[activator]	-1.9%&9.5%
COc1ccc(N(CC(=O)NCCC2=CCCCC2)S(=O)(=O)c2ccc(C)cc2)cc1	/	/	?	1.2%	?	/

Going on with the list:
structure	TbPYK inhibitor	Sm TGR block	Pf growth 48h	LmPK inh	Pf growth 96h	HCV inhibitor
Cc1ncc([N+](=O)[O-])n1Cc1ccc(Br)cc1	-2.0%	/	7.0%	3.8%	-14.8%[5.75 µM]	10.9%
CCOC(=O)C(C#N)c1ccccn1 (centres undefined)	?	6.2%	63.9%[activator]	-23.6%	24.3%	1.4%
CC1(C)OC2OC(COC(=O)c3ccc([N+](=O)[O-])cc3)C3OC(C)(C)OC3C2O1 (centres undefined)	-2.9%	-17.7%	5.8%	0.7%	0.3%	-3.6%
CS(=O)(=O)c1nc(S(=O)(=O)c2ccc(Cl)cc2)c(N2CCCCC2)s1	-1.2%	-18.4%	?	-1.7%	6.3%	-10.8%
CCOc1ccc(Br)cc1C(=O)N/N=C/c1cccnc1	0.0%	1.6%	-0.9%	1.7%	?	?
O=C(NC1CCCC1)c1c(O)nc2sccn2c1=O	-3.4%	5.4%	-27.7%	/	?	8.2%[8.37 µM]
CCCOC1CCCN(C(=O)c2ccc(OC3CCN(C(=O)CCOC)CC3)cc2)C1 (centres undefined)	-1.5%	-6.5%	2.9%	-2.7%	7.8%	/
COC(=O)c1ccc(NC(=O)NCCCl)cc1	-4.4%	1.4%	-9.8%	5.0%	-4.3%	-22.8%
COc1ccc(NC(=O)C2CCCN(CCCc3ccccc3)C2)cc1OCC(C)C (centres undefined)	-2.7%	-17.5%	?	1.0%	67.9%[activator]	?
C/C(C=O)=C/c1ccccc1	-10.8%	-4.7%	44.0%[activator]	/	28.1%	49.6%[activator]
CC1(c2ccc3ccccc3c2)NC(=O)N(CC(=O)N2CCN(S(=O)(=O)c3ccccc3F)CC2)C1=O (centres undefined)	0.3%	6.1%	?	-0.1%	-34.8%	?
CCOC(=O)Cc1nnc2c(Nc3ccc(Cl)cc3)nc3nonc3n12	-2.7%	-5.7%	?	10.2%	/	?
COc1ccccc1C(CNC(=O)c1ccc(-c2ccccc2Cl)o1)N1CCCC1 (centres undefined)	-6.5%	-0.7%	14.7µM*	/	10.4µM*	?
COc1ccc(Nc2oc(COc3ccc(Cl)cc3)nc2C#N)cc1	2.6%	-32.8%	?	1.1%	1.3%	?
COc1cccc(-c2c(C(=O)N/N=C(\C)c3cccnc3)nnn2-c2nonc2N)c1	0.8%	3.5%	3.8%	6.5%	10.4%	7.9%

Following part:
structure	TbPYK inhibitor	Sm TGR block	Pf growth 48h	LmPK inh	Pf growth 96h	HCV inhibitor
Cc1ccc(OCc2nnc(SCC(=O)Nc3cccc4ccccc34)n2-c2ccccc2)cc1	5.3%	1.7%	?	3.5%	13.1µM*	?
COc1ccc(CNC(=O)C2CCN(S(=O)(=O)c3cccc4nonc34)CC2)cc1	8.7%	4.6%	4.7%	6.3%	-15.9%	6.6%
Cc1ccccc1Cn1ccc(NC(=O)c2cnn3cccnc23)n1	0.0%	7.4%	6.8%	-0.6%	/	-8.0%
O=C(CSc1nc2ccc([N+](=O)[O-])cc2s1)c1ccc2ccccc2c1	-2.9%	-26.1%	5.2%	-1.4%	10.9%	12.1%
CC(=O)Cc1ccccc1OCC(=O)O	-7.8%	-5.0%	-1.8%	3.5%	-5.0%	-12.5%
CC(C)(C)NC(=O)C(=O)N/N=C/c1ccc(F)cc1	-0.7%	12.3%	2.8%	-0.3%	-4.8%	6.5%
Nc1cc(N)nc(SCC(=O)NC2CCCCCCC2)n1	1.0%	0.4%	0.0%	/	9.9%	-2.0%
CC(=O)c1ccc(NC(=O)CCCN2C(=O)C(c3ccccc3)Oc3cccnc32)cc1 (centres undefined)	6.5%	13.9%	?	1.4%	?	-21.5%
CC(=Nc1ccccc1)C1=C(O)CC(C)(C)CC1=O	-3.4%	0.5%	13.8%	-5.9%	?	16.8%
CCCc1cc(C(=O)Nc2ccc(C(=O)c3ccc(F)cc3)cc2)n(C)n1	6.6%	-7.2%	?	-11.0%	?	10µM*
COC(=O)C1=NNC2C(=O)N(C3CCCCC3)C(=O)C12 (centres undefined)	9.1%	0.6%[57.1 µM]	15.2%	3.0%	3.29µM*	9.1%
COc1cc(C2NC(=O)N(C)C3=C2C(=O)CCC3)cc(OC)c1OC (centres undefined)	3.3%	3.2%	0.9%	1.5%	-1.5%	-12.0%
CCOP(=O)(Cc1ccccc1)OCC	-3.3%	-1.9%	-3.7%	/	64.0%[activator]	3.6%
COc1ccc(OCC(O)CON2C(=O)c3ccccc3C2=O)cc1 (centres undefined)	2.5%	-6.1%	6.3%	9.6%	?	13.8%
COC(CNC(=O)c1coc2nc3ccccc3nc12)OC	-11.1%	-11.3%	?	-3.0%	?	-2.8%

(continued)
structure	TbPYK inhibitor	Sm TGR block	Pf growth 48h	LmPK inh	Pf growth 96h	HCV inhibitor
CCN(CC)c1ccc(NC(=O)c2cc3c(OC)cccc3[nH]2)cc1	3.7%	0.8%	?	-1.0%	?	?
O=C(CCNc1ccc(Cc2ccncc2)cc1)c1cccc([N+](=O)[O-])c1	-1.6%	-2.5%	0.5%	3.3%	7.8%	-13.6%
CN(C)c1nc(N/N=C/c2ccccc2O)nc(Nc2ccc(F)cc2)n1	-2.8%	12.2%	3.7µM*	9.7%	2.0%	?
COc1ccccc1N=C1NC(=O)/C(=C/c2ccc(N(C)C)cc2)S1	-2.2%	-9.0%	0.0928µM*	-3.1%	?	?
COc1ccccc1N=c1oc2c(OC)cccc2cc1C(=O)NCc1ccco1	3.3%	-1.7%	4.0%	3.5%	?	-19.2%
O=C(c1cccc(F)c1)N1CCN(Cc2ccco2)CC1	-7.7%	-27.4%	8.4%	0.9%	6.57µM*	15.9%
O=C(O)C1CCN(S(=O)(=O)c2cccc3cccnc23)CC1	2.4%	8.3%	22.9%	-0.3%	-0.8%	12.0%
Cc1cc(Br)ccc1OCC(=O)N1CCCCCC1	0.2%	0.6%	/	0.2%	26.5%	3.7%
N=c1c2c(n(Cc3ccc(F)cc3)c3c1CCC3)CCC2	0.3%	1.4%	0.117µM*	5.1%	-7.7%	7.7%
Cc1cc(C(=O)Cn2cncn2)c(C)n1CCc1ccc(F)cc1	3.0%	-4.3%	-17.6%	1.8%	?	-14.7%
CC(=O)NC1=NN(C(C)=O)C(C)(c2ccc(Cl)s2)S1 (centres undefined)	0.1%	0.4%	?	-1.1%	-26.1%	-23.8%
O=C1CC(c2ccc(F)cc2)CC2=C1C=Nc1ccccc1N2 (centres undefined)	0.3%	/	?	3.5%	3.0%	-19.6%
CC(C)(C)NC(=O)NC(=O)CN1CCCCC1	2.8%	7.6%	13.7%	1.8%	34.4%[activator]	0.1%
CCOc1ccc(NC(=S)NN2C(C)CCCC2C)cc1 (centres undefined)	-4.6%	-20.5%	-0.5%	0.6%	14.9%	16.7%
CC(=O)/C(=N/Nc1ccccc1[N+](=O)[O-])N1CCCc2ccccc21	-1.5%	-1.2%	?	-1.8%	?	?

Reprinted from the part before: 3 entries, followed by the next part.
structure	TbPYK inhibitor	Sm TGR block	Pf growth 48h	LmPK inh	Pf growth 96h	HCV inhibitor
CC(C)(C)NC(=O)NC(=O)CN1CCCCC1	2.8%	7.6%	13.7%	1.8%	34.4%[activator]	0.1%
CCOc1ccc(NC(=S)NN2C(C)CCCC2C)cc1 (centres undefined)	-4.6%	-20.5%	-0.5%	0.6%	14.9%	16.7%
CC(=O)/C(=N/Nc1ccccc1[N+](=O)[O-])N1CCCc2ccccc21	-1.5%	-1.2%	?	-1.8%	?	?
Cc1ccc(O)c(NC(=O)c2noc3c2CCc2ccccc2-3)c1	-3.2%	-0.4%	?	-1.5%	9.28µM*	?
CCOc1ccc(N(CC(=O)NC2CCCC2)C(=O)c2ccc(C)s2)cc1	-3.5%	1.5%	-21.7%	-0.8%	33.8%	?
Cc1cc(OCc2nnc(SCC(=O)O)n2-c2ccccc2)ccc1Cl	5.4%	?	7.4%	0.2%	-25.0%	5.3%
CCCCNC(=O)CSc1nc2ccsc2c(=O)n1C1CCN(C(=O)OCC)CC1	-5.9%	5.1%	?	-3.0%	2.08µM*	-19.1%
CC1Cc2nc(SCC(=O)N3CCOCC3)n(C)c(=O)c2S1 (centres undefined)	-9.3%	-0.2%	-3.0%	-0.8%	-2.3%	9.2%
Cc1ccc(OCCC(=O)Nc2c(C)n(C)n(-c3ccccc3)c2=O)cc1	2.4%	-5.9%	11.5%	-1.5%	5.5%	-7.2%
COc1ccc(S(=O)(=O)NCC2CCCN(Cc3ccccc3Cl)C2)cc1 (centres undefined)	1.8%	4.9%	-18.7%	-2.9%	4.2%	?
COc1cccc(C(=O)NCC(c2cccs2)N2CCOCC2)c1 (centres undefined)	6.5%	-12.2%	?	/	-4.6%	9.6%
Cc1csc2ncc(C(=O)Nc3ccccc3F)c(=O)n12	1.6%	-4.2%	90.9%[activator]	-8.5%	62.1%[activator]	-0.3%

Screens: PubChem, National Center for Advancing Translational Sciences (NCATS)
